Screening data deposited in PubChem by Sanford-Burnham Center for Chemical Genomics.
SENP8 block-1: human SENP8 protease inhibitors, primary screen, biochemical, fluorescence, Nedd8 protein substrate, uHTS. Sentrin-specific protease 8 (Homo sapiens), Q96LD8. recombinant SENP8. inhibition, % at 20 µM. 360,000 compounds, 0.64% hits. AID 602440, 2012; in the data active means inhibition mostly above about 40%, no sharp cut-off; inactive means mostly below about 27%
Target sequence (Q96LD8 whole entry, looked up): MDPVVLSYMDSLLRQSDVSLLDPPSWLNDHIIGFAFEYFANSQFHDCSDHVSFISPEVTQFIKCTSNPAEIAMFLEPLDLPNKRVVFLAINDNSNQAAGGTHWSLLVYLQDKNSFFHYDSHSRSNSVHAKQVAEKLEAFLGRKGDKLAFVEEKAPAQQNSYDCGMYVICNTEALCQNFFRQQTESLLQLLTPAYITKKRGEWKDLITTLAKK
PfG6PD inh: PfG6PD enzyme inhibitors, primary screen, biochemical, fluorescence intensity, uHTS; inhibition, % at 20 µM; PfGluPho enzyme, NADPH resazurin-diaphorase fluorescence; glucose-6-phosphate dehydrogenase-6-phosphogluconolactonase (Plasmodium falciparum 3D7); AID 504690, 2011; 350,000 compounds, 0.78% hits;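 active means inhibition reaching at least a set limit at 20 µM in the primary screen, cut at about 59% in these data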;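 further: 0% = DMSO wells with substrate and 100% = DMSO wells lacking glucose-6-phosphate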
SENP6 inh: SENP6 protease inhibitors, primary screen, biochemical, luminescence, uHTS. AID 2599, 2010. Recombinant SENP6 catalytic domain, aminoluciferin luminescence. Sentrin-specific protease 6 (Homo sapiens), Q9GZR1. 330,000 compounds, 1.8% hits. inhibition, % at 10 µM;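 active means inhibition above about 50% at the single tested dose, limit read from the data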;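 further: plate controls were DMSO wells with enzyme for no effect and DMSO wells lacking enzyme for full effect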
HKDC1 inh: HKDC1 hexokinase inhibitors, primary screen, biochemical, fluorescence, uHTS; recombinant HKDC1, G6PDH/diaphorase resazurin coupled fluorescence; 340,000 compounds, 0.16% hits; Q2TB90; inhibition, % at 20 µM;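 active means inhibition above about 35% when tested at 20 µM, limit read from the data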;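 further: plate controls were DMSO wells with enzyme for no effect and DMSO wells lacking enzyme for full effect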
Target sequence (Q2TB90 whole entry, looked up): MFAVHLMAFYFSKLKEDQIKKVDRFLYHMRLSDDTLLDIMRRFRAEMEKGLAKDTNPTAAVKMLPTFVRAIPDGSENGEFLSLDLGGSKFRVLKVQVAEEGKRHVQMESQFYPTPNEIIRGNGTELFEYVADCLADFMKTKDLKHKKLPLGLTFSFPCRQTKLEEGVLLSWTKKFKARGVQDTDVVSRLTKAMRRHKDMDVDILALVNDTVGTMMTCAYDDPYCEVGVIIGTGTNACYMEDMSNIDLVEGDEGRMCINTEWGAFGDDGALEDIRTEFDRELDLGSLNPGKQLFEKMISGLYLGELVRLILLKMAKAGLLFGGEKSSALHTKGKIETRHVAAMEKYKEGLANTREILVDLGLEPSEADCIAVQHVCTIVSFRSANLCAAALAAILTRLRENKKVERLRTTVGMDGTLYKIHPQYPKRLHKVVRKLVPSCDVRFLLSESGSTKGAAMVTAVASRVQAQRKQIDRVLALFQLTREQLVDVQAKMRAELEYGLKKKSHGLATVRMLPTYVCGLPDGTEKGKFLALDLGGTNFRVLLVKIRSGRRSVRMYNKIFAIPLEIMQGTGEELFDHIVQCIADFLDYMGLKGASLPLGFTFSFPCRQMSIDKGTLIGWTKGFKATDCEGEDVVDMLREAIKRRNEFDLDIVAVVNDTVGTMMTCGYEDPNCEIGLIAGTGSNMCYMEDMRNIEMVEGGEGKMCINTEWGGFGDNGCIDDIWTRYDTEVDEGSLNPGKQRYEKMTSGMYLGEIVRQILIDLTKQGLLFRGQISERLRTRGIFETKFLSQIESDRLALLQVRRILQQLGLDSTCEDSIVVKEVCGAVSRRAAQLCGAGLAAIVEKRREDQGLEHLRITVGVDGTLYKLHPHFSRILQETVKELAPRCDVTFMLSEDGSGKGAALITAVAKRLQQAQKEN
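Test system: Recombinant HKDC1 (HK5) hexokinase enzyme, produced in-house | Input: HKDC1 at 5 µg/mL | Buffer or medium: Tris pH 8.0 buffer with MgCl2, Tween-20, BSA, BME | Schedule: 90 min reaction incubation at room temperature, dark | Technique: Resazurin-to-resorufin fluorescence via G6PDH and diaphorase coupling, 525/613 nm | Controls: DMSO wells with and without enzyme mix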
SENP1 FRET inh: human SENP1 catalytic domain inhibitors, primary screen, biochemical, FRET, uHTS. Sentrin-specific protease 1 (Homo sapiens), Q9P0U3. recombinant SENP1 catalytic domain, CyPet-SUMO1-YPet FRET cleavage. inhibition, % at 10 µM. 360,000 compounds, 0.21% hits. AID 624204, 2012;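 active means inhibition at least 30% at 10 µM, raw YFP signal under a set limit, fluorescence ratio 0.5 to 1.5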;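 further: 0% = enzyme with DMSO and 100% = no enzyme wells; some results filed as inactive read as strong as hits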
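Test system: hSENP1 catalytic domain, recombinant; Amount: 20 pM final SENP1 enzyme; Medium: Tris pH 8 buffer plus EDTA, NaCl, BME, BSA, NP40, catalase; Schedule: 50 min enzyme reaction, room temperature, light-protected; Technique: FRET fluorescence in CFP and YFP emission channels; Controls: no-enzyme wells low, DMSO-plus-enzyme wells high control.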
Apaf1 inhib: inhibitors of human Apaf-1 apoptosome, primary screen, biochemical, DEVD-Rh110 fluorescence, uHTS | AID 489030, 2010 | Apoptotic protease-activating factor 1 (Homo sapiens), O14727 | reconstituted apoptosome caspase-3 activity | 330,000 compounds, 0.71% hits | inhibition, % at 20 µM; active means inhibition of at least 40% at 20 µM;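 further: plate controls were DMSO wells for no effect and DEVD-CHO caspase inhibitor wells for full effect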
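detection = Rh110 fluorescence intensity | test system = biochemical Apaf-1 apoptosome reconstitution | also added = cytochrome c and DEVD-Rh110 substrate | schedule = 30 min plus 50 min, RT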
SENP8 block-2: SENP8 protease inhibitors, primary screen, biochemical, luminescence. purified SENP8, Z-RLRGG-aminoluciferin cleavage. inhibition, % at 10 µM. 330,000 compounds, 1.2% hits. AID 2540, 2010; in the data active means inhibition above about 50%
SENP7 block: SENP7 protease inhibitors, primary screen, biochemical, luminescence, uHTS. Sentrin-specific protease 7 (Homo sapiens), Q9BQF6. recombinant SENP7, Z-RLRGG-aminoluciferin luminescence, 40 min. inhibition, % at 5 µM. 330,000 compounds, 1.5% hits. AID 434973, 2010;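 active means inhibition above about 50% at the single test dose, limit read from the data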;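 further: plate controls were DMSO with enzyme for no effect and no enzyme buffer wells for full effect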
An asterisk follows results filed as active; . = not tested or not shown.

SMILES	SENP8 block-1	PfG6PD inh	SENP6 inh	HKDC1 inh	SENP1 FRET inh	Apaf1 inhib	SENP8 block-2	SENP7 block
CSc1nc(SCC(=O)NCc2ccco2)c2c3c(sc2n1)COC(C)(C)C3	-194.9	-3.1	-6.4	-0.1	-5.0	3.8	4.6	16.8
c1ccc(CN2CCC3(CC2)Nc2ccccc2CO3)cc1	12.6	-21.8	-2.9	-5.3	2.6	-8.6	-10.1	-8.6
O=C(c1ccccc1)N1CCN(C(=O)N2CCOCC2)CC1	7.7	-6.7	0.0	-4.2	-0.2	13.7	1.1	1.5
O=C(NC(Cc1ccc(O)cc1)C(=O)O)/C(=C/c1ccccc1)NC(=O)c1ccccc1 (stereo not drawn)	-2.1	-14.5	-4.6	6.4	0.7	-3.3	13.1	-0.4
CN(C(=O)c1cc(COc2c(F)cccc2F)on1)C1CCOC1 (stereo not drawn)	-2.3	-2.1	-27.7	-4.5	-0.8	-8.5	-5.3	17.1
COC(=O)c1sc(S(=O)(=O)N2CCN(c3ccc(OC)cc3)CC2)c(C(=O)OC)c1C	9.1	6.3	-0.5	-9.0	1.6	-4.6	-0.2	-3.8
COc1ccc(NS(=O)(=O)c2ccc(F)c(Cl)c2)cn1	6.5	-0.7	2.7	-3.7	-7.5	7.4	-4.1	2.6
c1ccc(SSc2ccccn2)nc1	31.5	68.0*	13.4	-1.5	1.2	-25.2	4.7	-2.8
CN1CCN(c2ccc(S(=O)(=O)N3CCOCC3)cc2NC(=O)CC(C)(C)C)CC1	-21.0	-18.1	1.2	-6.5	-12.2	-4.8	-0.1	1.8
CC(=O)Nc1ccc(-c2csc(NC(=O)Cc3ccccc3F)n2)cc1	-43.8	37.3	-8.2	0.7	-1.7	1.8	5.1	-6.8
CC(c1ccccn1)N(CCN(C)C)C(=S)Nc1ccccc1F (stereo not drawn)	12.7	-1.9	3.5	-11.3	0.4	-14.9	0.8	3.5
CCN(CC)c1ccc(NC(=O)c2c(OC)cccc2OC)c(C)c1	-4.1	25.3	1.0	-2.9	-1.2	0.0	-7.5	-0.6
COc1cc2cc(C)c(SCC(=O)N3CCOCC3)nc2cc1OC	-16.4	-0.1	-8.8	15.2	32.5*	0.6	-7.7	-7.1
C=CCNCCOc1c(C)cc(C)cc1Cl	19.8	6.5	11.6	13.7	1.1	2.2	0.8	7.0
COc1ccc(Cc2n[nH]c(=S)o2)cc1	16.8	-5.4	-9.0	-7.0	1.9	-17.8	-2.1	0.5
O=C(NCC(=O)N1CCN(Cc2ccccc2)CC1)c1ccc(Br)o1	-2.7	1.7	2.4	-4.1	0.3	1.4	-2.0	-4.4
CCOP(=O)(OCC)C(NC(=O)Nc1cccc(Cl)c1)C(N)=O (stereo not drawn)	11.7	1.8	-4.7	-8.6	1.2	-3.0	-9.9	-10.1
Cc1ccc(C(=O)c2cc3ccccc3o2)cc1	16.6	7.5	76.8*	-3.7	1.5	8.9	44.0	56.5*
COc1cc(NC(=O)c2cc(Cl)nnc2Cl)cc(OC)c1OC	18.5	11.8	-4.8	-10.6	2.0	-5.5	5.8	0.8
CCCC1/C(=N/O)CC(c2ccccc2)NC1c1ccccc1 (stereo not drawn)	16.2	3.8	-36.5	-3.4	0.4	6.5	-0.5	5.1
COc1cccc(-c2ocnc2C(=O)Nc2ccc(N3CCOCC3)cc2N2CCOCC2)c1	9.1	16.1	-10.9	8.6	1.4	25.8	1.2	0.6
O=C1CCCN1c1cc(Cl)cc(Cl)c1	16.2	16.9	-20.9	-5.3	3.5	0.0	-10.2	-6.7
Cc1cccc(/C(N)=N/OC(=O)c2ccncc2)c1	16.8	-15.7	89.0*	-0.6	3.3	3.4	75.4*	92.4*
CCc1c(C#N)c(SCCC(=O)Nc2ccc(OC)cc2)nc2c1C(=O)CC(C)(C)C2	20.3	-8.8	-4.3	2.4	1.3	13.9	5.8	9.3
CCN(C(=S)NCc1ccccc1)c1cccc2ccccc12	16.9	-10.1	-3.1	0.6	0.2	8.9	-0.1	0.4
CCOC(=O)CN(C(=O)CSc1nnc(CNc2ccc(F)cc2)o1)c1ccccc1	22.5	-12.3	-16.4	-0.8	-1.4	20.8	-6.1	9.0
O=C(COc1ccccc1Cl)Nc1cccc(S(=O)(=O)NC2=NCCCCC2)c1	18.4	3.2	2.3	-3.2	1.1	11.5	5.4	0.6
CN(C)S(=O)(=O)c1ccc(Cl)c(NC(=O)COc2ccccc2[N+](=O)[O-])c1	4.5	-13.9	-20.2	-10.2	-0.8	-0.9	-4.1	0.1
CC(C)CCN1CCN(Cc2ccc(C(F)(F)F)cc2)CC1CCO (stereo not drawn)	9.8	6.6	-7.7	-6.3	2.1	-14.3	3.9	15.1
O=C(COC(=O)Cc1ccc(F)cc1)NC1CCCC1	10.6	-6.0	-2.3	-3.8	1.3	0.0	-4.0	3.8
CCn1c(=N)n(CC(O)COc2ccc(C)cc2)c2ccccc21 (stereo not drawn)	16.0	-10.4	-3.2	-2.2	0.4	0.9	3.5	9.3
CC(=O)c1sc2nsc(SCCN3CCCC3)c2c1N	-11.8	39.1	-3.8	4.3	15.2	-5.6	0.3	0.4
COc1ccc(N2CCN(S(=O)(=O)c3ccc4c(c3)OCCO4)CC2)cc1	8.8	-10.3	-9.0	-4.5	2.3	8.7	-11.7	-11.9
Cc1cccc2cc(CN(Cc3nnnn3C3CCCC3)C3CCCCC3)c(=O)[nH]c12	-45.6	-3.5	-14.5	8.6	-6.3	8.5	-6.7	-1.7
Cc1cccc(N(CC(=O)NC2CCCC2)C(=O)CCC(=O)Nc2cc(C)on2)c1	-1.9	1.0	-13.3	-4.0	-19.8	0.2	3.7	2.9
Cc1ccsc1/C=N\NC(=O)c1n[nH]c2c1CCC2	11.0	12.2	92.4*	-7.8	3.0	-0.6	85.4*	92.8*
CC(C)CC(=O)NC(=S)Nc1nc(-c2ccccc2)cs1	14.1	-2.4	.	-5.6	1.3	.	.	.
Cc1ccc(OCC(=O)NC2CCS(=O)(=O)C2)c([N+](=O)[O-])n1 (stereo not drawn)	14.3	6.4	-3.7	-4.0	-0.6	6.4	-1.5	-0.4
CN1CCN(/C=N/c2c(C#N)cnn2-c2ccccc2)CC1	17.3	2.7	1.7	-2.1	-2.7	-0.9	5.0	3.2
COC(=O)[C@H](Cc1ccccc1)NC(=O)N1CCN(Cc2ccccc2)CC1	13.6	-1.4	-16.0	13.4	-0.5	-10.5	-4.7	3.0

Look-ups from the list:
`Cc1ccc(C(=O)c2cc3ccccc3o2)cc1` in SENP6 inh → 76.8*
`O=C(c1ccccc1)N1CCN(C(=O)N2CCOCC2)CC1` in SENP6 inh → 0.0
`CC(C)CC(=O)NC(=S)Nc1nc(-c2ccccc2)cs1` in SENP8 block-1 → 14.1
`COc1ccc(Cc2n[nH]c(=S)o2)cc1` in SENP7 block → 0.5

Later entries:
SMILES	SENP8 block-1	PfG6PD inh	SENP6 inh	HKDC1 inh	SENP1 FRET inh	Apaf1 inhib	SENP8 block-2	SENP7 block
Cc1ccn(CC(=O)NC2CCCN(Cc3ccc(CC(C)C)cc3)C2)n1 (stereo not drawn)	2.1	-12.6	6.3	-5.8	-1.4	0.7	5.1	-3.6
CCc1ccccc1N(CC(=O)N1CCCCC1)S(=O)(=O)c1ccccc1	2.5	0.8	-23.0	-0.9	-0.1	-13.4	-4.9	-13.9
COc1ccc(C2=NN(C(=O)c3cccnc3)C(c3ccccc3)C2)cc1 (stereo not drawn)	15.8	-3.0	-22.2	14.0	-0.9	9.0	-9.2	-2.3
COc1ccc(/C=C/C2=CCN(Cc3ccc(OC)cc3)CC2)cc1	-160.1	-11.1	-16.2	-3.4	-23.8	-7.1	1.3	4.3
Cc1c(C(=O)NC(C)C)sc2ncn(CC(=O)N3CCC(C)CC3)c(=O)c12	-3.1	4.3	-13.3	-4.8	0.7	1.3	-7.9	-1.6
C/C(=N/OCO/N=C(/C)c1ccc(F)cc1)c1ccc(F)cc1	21.6	0.4	4.1	11.1	2.7	-3.9	4.1	0.6
Cc1cccc(OCCNC(=O)c2ccc(Oc3ccc(C(F)(F)F)cc3[N+](=O)[O-])cc2)c1	8.9	5.7	8.4	2.8	0.0	9.7	-0.7	-3.7
Cc1cc(C(=O)COC(=O)c2ccc(NC(=O)CC#N)cc2)c(C)n1C1CC1	-18.8	10.8	-3.7	0.6	-47.7	20.4	8.2	1.6
COc1ccc(NC(=O)[C@@H]2CC=C[C@@H]3CCN(Cc4ccc(Cl)c(Cl)c4)C(=O)[C@@H]32)cc1	-7.8	20.0	3.7	7.3	2.3	1.9	1.0	-3.9
CN(CC(=O)Nc1ccc(Cl)c(C(F)(F)F)c1)C(=O)COC(=O)C1CC2CCCC(C1)C2=O (stereo not drawn)	-1.2	-7.8	24.7	-4.7	1.2	8.6	1.2	0.1
O=C(O)c1ccc2c(=O)n3c(nc2c1)/C(=C/c1ccc(F)cc1)CC3	-300.3	-8.3	-8.4	4.8	0.8	15.2	-9.4	-8.7
Cc1ccc(NC(=O)CCS(=O)(=O)c2cccc3nonc23)c(Cl)c1	0.6	9.4	-17.2	-4.7	0.1	4.4	4.5	-1.4
Cc1cc(=O)[nH]c(N2CCc3ccccc3C2)n1	7.1	-1.6	1.9	-9.0	1.5	-16.2	-3.1	4.1
COc1ccc(/C=N/OC/C(O)=C(\C#N)c2nc3ccccc3[nH]2)cc1OC	-105.2	-6.3	-8.7	-4.6	-64.5	-11.1	9.5	3.8
CCOC(=O)N1CCN(Cc2ccc3ccccc3c2)CC1	2.9	4.8	-0.2	-5.0	0.0	5.8	-8.3	3.1
Cc1cc(NC(=O)CSc2c[nH]c3ccccc23)no1	1.4	-3.2	-10.3	-1.6	1.2	2.9	4.1	1.0
Cc1ccccc1Oc1nc2c(c(=O)n(C)c(=O)n2C)n1C	26.1	-0.7	7.9	-3.8	1.8	-1.4	-2.5	5.0
CC(=O)C1=C(C)NC(=O)CC1c1ccc(Br)cc1 (stereo not drawn)	25.1	-1.1	-9.0	0.6	3.1	-2.5	0.1	1.4
COc1ccc(C)cc1NC(=O)Nc1ccccc1SC	8.3	24.1	-8.1	-7.9	1.3	-0.8	-1.9	-6.2
COc1ccc(NC(=O)CN(C)S(=O)(=O)c2cccc3nsnc23)cc1	7.5	12.6	-5.1	-13.1	1.9	6.9	-12.7	-5.4

Two of these compounds, reformatted:
Molecule,SENP8 block-1,PfG6PD inh,SENP6 inh,HKDC1 inh,SENP1 FRET inh,Apaf1 inhib,SENP8 block-2,SENP7 block
CCN(CC)c1ccc(NC(=O)c2c(OC)cccc2OC)c(C)c1,-4.1,25.3,1.0,-2.9,-1.2,0.0,-7.5,-0.6
COc1cc2cc(C)c(SCC(=O)N3CCOCC3)nc2cc1OC,-16.4,-0.1,-8.8,15.2,32.5*,0.6,-7.7,-7.1
